Compound activity: PubChem, several laboratories
Mcl1-Bid inh = Mcl-1/Bid interaction inhibition; Q07820; TR-FRET Mcl-1/Bid-Dy647 peptide binding, 1536-well; inhibition, % at 21.7 µM; actives 0.97% (n = 220,000);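 active = compounds that cut the binding signal by more than half at the single screening dose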;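 also: His-tagged Mcl-1 with europium anti-His antibody binding Bid BH3 peptide; 0% = Mcl-1 plus peptide wells and 100% = peptide-only wells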
Bcl-2 Bim block = disrupts Bim peptide binding to human Bcl-2; AID 950; Bead-based flow cytometry, Bim peptide-Bcl-2 binding; inhibition, % at 10 µM; actives 0.06% (n = 190,000); in the data active = inhibition above about 40%; inconclusive = no clear call, values can overlap the other calls;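 also: 0% = no compound wells with probe peptide and 100% = reference peptide inhibitor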
Target sequence (P10415 whole entry, looked up): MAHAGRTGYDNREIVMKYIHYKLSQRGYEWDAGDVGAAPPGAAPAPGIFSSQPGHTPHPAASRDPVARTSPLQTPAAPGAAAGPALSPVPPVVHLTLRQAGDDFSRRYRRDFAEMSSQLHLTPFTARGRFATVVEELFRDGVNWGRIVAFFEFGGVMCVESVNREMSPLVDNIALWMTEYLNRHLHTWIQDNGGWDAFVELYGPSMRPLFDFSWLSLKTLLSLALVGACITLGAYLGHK
RGS8-Gao = regulators of human RGS8-Galphao interaction | P09471 | multiplexed bead flow cytometry, RGS8-Galphao binding; actives lie on both sides | response (percent of control binding), % at 10 µM | actives 0.34% (n = 220,000) | AID 1423; in the data active = response below about 60% or above about 140%; inactive = in between;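 also: Galphao activated as the GDP aluminium fluoride complex binding bead-coupled RGS8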
Target sequence (P09471 whole entry, looked up): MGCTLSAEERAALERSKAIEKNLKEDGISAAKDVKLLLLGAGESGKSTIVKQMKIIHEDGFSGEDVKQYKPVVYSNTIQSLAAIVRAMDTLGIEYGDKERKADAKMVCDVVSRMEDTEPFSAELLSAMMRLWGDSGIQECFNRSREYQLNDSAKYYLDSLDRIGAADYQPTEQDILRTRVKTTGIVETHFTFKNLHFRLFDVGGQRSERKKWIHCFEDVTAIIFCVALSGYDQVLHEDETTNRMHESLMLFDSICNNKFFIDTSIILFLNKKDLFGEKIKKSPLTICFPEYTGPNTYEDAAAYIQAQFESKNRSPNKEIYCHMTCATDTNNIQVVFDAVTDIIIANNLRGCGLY
RGS7-Gao reg = human RGS7-Galphao interaction regulation | Multiplexed bead flow cytometry, RGS7-Galphao binding; actives lie on both sides | binding response (% of control), % at 10 µM | actives 0.35% (n = 220,000); in the data active = binding response below about 49% or above about 150%; inconclusive = no clear call, values can overlap the other calls; inactive = in between;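 also: fluorescent Galphao held in activated GDP-AlF4 state binding bead-coupled RGS7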
Bcl-W Bim block = disrupts Bim peptide binding to human Bcl-W; Q92843; bead-based flow cytometry; inhibition, % at 10 µM; actives 0.02% (n = 190,000); AID 952;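 also: 0% = bound tracer without compound and 100% = peptide blocker; higher means less fluorescent Bim peptide bound to Bcl-W beads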
Target sequence (Q92843 whole entry, looked up): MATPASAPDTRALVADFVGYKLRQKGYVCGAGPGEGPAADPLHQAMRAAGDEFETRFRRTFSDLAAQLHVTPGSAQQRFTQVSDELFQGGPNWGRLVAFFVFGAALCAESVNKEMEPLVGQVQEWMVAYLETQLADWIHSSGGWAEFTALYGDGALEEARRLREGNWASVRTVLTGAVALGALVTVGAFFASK
Bcl-XL Bim block = human Bim-Bcl-XL interaction inhibition | Q07817 | Bim peptide-Bcl-XL binding, bead flow cytometry, fluorescence | inhibition, % at 10 µM | actives 0.04% (n = 190,000)
Target sequence (Q07817 whole entry, looked up): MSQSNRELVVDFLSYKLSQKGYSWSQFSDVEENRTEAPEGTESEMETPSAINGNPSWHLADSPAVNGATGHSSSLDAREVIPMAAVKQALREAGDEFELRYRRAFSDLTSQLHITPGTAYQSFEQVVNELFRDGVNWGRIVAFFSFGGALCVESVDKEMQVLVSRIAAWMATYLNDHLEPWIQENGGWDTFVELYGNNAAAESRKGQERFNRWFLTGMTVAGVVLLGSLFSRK
RGS4-Gao reg = human RGS4-Galphao interaction regulation; binding response (% of control), % at 10 µM; Multiplexed bead flow cytometry, RGS4-Galphao binding; actives lie on both sides; actives 0.33% (n = 220,000); P09471; AID 1415; in the data active = binding response below about 49% or above about 150%; inactive = in between;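 also: fluorescent Galphao activated with aluminum fluoride binding bead-coupled RGS4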
Bfl-1 Bim block = human Bim-Bfl-1 interaction inhibition; Q16548; Bead-based flow cytometry, Bim-Bfl-1 binding inhibition; inhibition, % at 10 µM; actives 0.12% (n = 190,000);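 also: 0% = wells without compound plus tracer and 100% = blocker peptide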
Mcl1-Noxa inh = disrupts binding of human Mcl-1 to Noxa peptide | inhibition, % at 21.7 µM | actives 1.5% (n = 220,000) | TR-FRET Mcl-1/Noxa peptide binding, 2 h | AID 1022;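 active = compounds that cut the protein-peptide binding signal by more than 50% relative to plate controls in a single-dose test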;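 also: His-tagged Mcl-1 with rhodamine Noxa BH3 peptide and terbium anti-His antibody; 0% = Mcl-1 plus Noxa peptide wells and 100% = peptide-only wells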
Bcl-B Bim block = disrupts Bim peptide binding to human Bcl-B | Q9HD36 | bead-based flow cytometry | inhibition, % at 10 µM | actives 0.073% (n = 190,000);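 also: 0% = tracer peptide without compound and 100% = reference inhibitor peptide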
Bim-Mcl-1 = human Bim-Mcl-1 interaction inhibition; Bead-based flow cytometry, Bim peptide-Mcl-1 binding; inhibition, % at 10 µM; Q07820; actives 0.1% (n = 190,000);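 also: 0% = no compound tracer wells and 100% = peptide blocker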
Starred values were filed as active, the others as inactive; & = joins results of further samples; ! = not confirmed by another sample. Rule as the data show it, unless noted: active = inhibition above about 40%.

Results for CC(C)(C)[C@@H]1C=C(C(=O)N2CCN(Cc3ccc4c(c3)OCO4)CC2)O[C@H](OCc2ccc(CO)cc2)C1 ?
Mcl1-Bid inh: 2; Bcl-2 Bim block: 0; RGS8-Gao: 103; RGS7-Gao reg: 98; Bcl-W Bim block: -2; Bcl-XL Bim block: -3; RGS4-Gao reg: 100; Bfl-1 Bim block: 5; Mcl1-Noxa inh: -12; Bcl-B Bim block: 4; Bim-Mcl-1: -3

How did NC(=O)NCc1ccc(C(=O)OCc2ccncc2)cc1 do in these assays?
Mcl1-Bid inh: -2; Bcl-2 Bim block: 2; RGS8-Gao: 101; RGS7-Gao reg: 99; Bcl-W Bim block: -1; Bcl-XL Bim block: 0; RGS4-Gao reg: 101; Bfl-1 Bim block: 0; Mcl1-Noxa inh: 9; Bcl-B Bim block: 0; Bim-Mcl-1: 0

Results for CN(C)c1ccc(/C=C/C(=O)c2cccc(Br)c2)cc1 ?
Mcl1-Bid inh: -22; Bcl-2 Bim block: -7; RGS8-Gao: 97; RGS7-Gao reg: 108; Bcl-W Bim block: -11; Bcl-XL Bim block: -5; RGS4-Gao reg: 109; Bfl-1 Bim block: 4; Mcl1-Noxa inh: -16; Bcl-B Bim block: -37; Bim-Mcl-1: -3

Results for COc1ccc(-n2ccnc2SCC(=O)NCc2ccc3c(c2)OCO3)cc1 ?
Mcl1-Bid inh: 7; Bcl-2 Bim block: -2; RGS8-Gao: 97; RGS7-Gao reg: 102; Bcl-W Bim block: -5; Bcl-XL Bim block: -7; RGS4-Gao reg: 101; Bfl-1 Bim block: -4; Mcl1-Noxa inh: -7; Bcl-B Bim block: -6; Bim-Mcl-1: -7

Results for Cc1ccc(NC(=O)c2cccc(N3C(=O)CCC3=O)c2)nc1 ?
Mcl1-Bid inh: -5; Bcl-2 Bim block: -3; RGS8-Gao: 97; RGS7-Gao reg: 97; Bcl-W Bim block: -1; Bcl-XL Bim block: -11; RGS4-Gao reg: 101; Bfl-1 Bim block: -3; Mcl1-Noxa inh: -21; Bcl-B Bim block: -3; Bim-Mcl-1: -3

What do the screens show for `COc1cccc(CN2CCC(C(=O)N3CCC(C)CC3)CC2)c1`?
Mcl1-Bid inh: 12; Bcl-2 Bim block: 0; RGS8-Gao: 99; RGS7-Gao reg: 95; Bcl-W Bim block: 0; Bcl-XL Bim block: -2; RGS4-Gao reg: 97; Bfl-1 Bim block: -5; Mcl1-Noxa inh: 31; Bcl-B Bim block: -1; Bim-Mcl-1: -1

Results for Nc1cc(C(=O)OCC(=O)NCC2CCCO2)ccc1Cl (centres undefined) ?
Mcl1-Bid inh: -33; Bcl-2 Bim block: 0; RGS8-Gao: 98; RGS7-Gao reg: 106; Bcl-W Bim block: 0; Bcl-XL Bim block: 0; RGS4-Gao reg: 107; Bfl-1 Bim block: 3; Mcl1-Noxa inh: 7; Bcl-B Bim block: 0; Bim-Mcl-1: -5

How did CCC(c1nnnn1CCOC)N1CCN(c2nc3ccccc3s2)CC1 (centres undefined) do in these assays?
Mcl1-Bid inh: -12; Bcl-2 Bim block: -3; RGS8-Gao: 103; RGS7-Gao reg: 98; Bcl-W Bim block: 0; Bcl-XL Bim block: -1; RGS4-Gao reg: 102; Bfl-1 Bim block: -3; Mcl1-Noxa inh: 8; Bcl-B Bim block: -6; Bim-Mcl-1: 0

How did CC(C)Oc1ccc2c(=O)c(-c3ccccc3)coc2c1 do in these assays?
Mcl1-Bid inh: 64*!; Bcl-2 Bim block: 1&0; RGS8-Gao: 99; RGS7-Gao reg: 102; Bcl-W Bim block: -7&0; Bcl-XL Bim block: -8&-2; RGS4-Gao reg: 99; Bfl-1 Bim block: -1&-2; Mcl1-Noxa inh: 44&-7; Bcl-B Bim block: -14&-3; Bim-Mcl-1: -3&-2

What do the screens show for `CN(C)/C=C1\Oc2ccc3ccccc3c2C1=O`?
Mcl1-Bid inh: -33; Bcl-2 Bim block: 0; RGS8-Gao: 104; RGS7-Gao reg: 101; Bcl-W Bim block: -2; Bcl-XL Bim block: -6; RGS4-Gao reg: 103; Bfl-1 Bim block: -2; Mcl1-Noxa inh: 48; Bcl-B Bim block: -8; Bim-Mcl-1: 0

What do the screens show for `COC(=O)C1=C(C)NC(=O)CC1c1ccccc1F` (centres undefined)?
Mcl1-Bid inh: -18; Bcl-2 Bim block: 0; RGS8-Gao: 99; RGS7-Gao reg: 99; Bcl-W Bim block: -3; Bcl-XL Bim block: -1; RGS4-Gao reg: 98; Bfl-1 Bim block: 0; Mcl1-Noxa inh: -3; Bcl-B Bim block: -2; Bim-Mcl-1: -1

What do the screens show for `Cc1ccc(C(=O)NC(=S)NNC(=O)CC#N)cc1`?
Mcl1-Bid inh: -135; Bcl-2 Bim block: 0; RGS8-Gao: 100; RGS7-Gao reg: 102; Bcl-W Bim block: -2; Bcl-XL Bim block: -4; RGS4-Gao reg: 102; Bfl-1 Bim block: -6; Mcl1-Noxa inh: -42; Bcl-B Bim block: -8; Bim-Mcl-1: -3

What do the screens show for `O=C(c1ccc(Cl)nc1)N1CCN(S(=O)(=O)c2ccc(Cl)cc2)CC1`?
Mcl1-Bid inh: -22; Bcl-2 Bim block: -1; RGS8-Gao: 100; RGS7-Gao reg: inconclusive; Bcl-W Bim block: 0; Bcl-XL Bim block: 2; RGS4-Gao reg: 98; Bfl-1 Bim block: 0; Mcl1-Noxa inh: 7; Bcl-B Bim block: 0; Bim-Mcl-1: 0

How did O=C(O/N=C1/CCCc2occc21)c1ccccc1 do in these assays?
Mcl1-Bid inh: -18; Bcl-2 Bim block: -8; RGS8-Gao: 95; RGS7-Gao reg: 92; Bcl-W Bim block: 0; Bcl-XL Bim block: -6; RGS4-Gao reg: 93; Bfl-1 Bim block: -14; Mcl1-Noxa inh: -11; Bcl-B Bim block: -11; Bim-Mcl-1: -2

What do the screens show for `COc1ccccc1-c1cc(C(=O)Nc2cc(C)n(Cc3ccc(Cl)cc3)n2)no1`?
Mcl1-Bid inh: -26; Bcl-2 Bim block: -1; RGS8-Gao: 106; RGS7-Gao reg: 104; Bcl-W Bim block: -3; Bcl-XL Bim block: -3; RGS4-Gao reg: 107; Bfl-1 Bim block: -2; Mcl1-Noxa inh: 2; Bcl-B Bim block: 0; Bim-Mcl-1: 0

How did Cc1ccc(NC(=S)NC2CC3CCCC(C2)N3Cc2ccco2)cc1 (centres undefined) do in these assays?
Mcl1-Bid inh: -67; Bcl-2 Bim block: 3; RGS8-Gao: 104; RGS7-Gao reg: inconclusive; Bcl-W Bim block: -1; Bcl-XL Bim block: 2; RGS4-Gao reg: 107; Bfl-1 Bim block: 2; Mcl1-Noxa inh: -6; Bcl-B Bim block: 5; Bim-Mcl-1: 0

Results for O=C1c2cccc3cccc(c23)C(=O)N1c1nncs1 ?
Mcl1-Bid inh: -1; Bcl-2 Bim block: -2; RGS8-Gao: 103; RGS7-Gao reg: 100; Bcl-W Bim block: 1; Bcl-XL Bim block: -1; RGS4-Gao reg: 104; Bfl-1 Bim block: -1; Mcl1-Noxa inh: -5; Bcl-B Bim block: -1; Bim-Mcl-1: 0

What do the screens show for `COC(C(=O)NNC(=O)CCc1ccccc1)c1ccccc1` (centres undefined)?
Mcl1-Bid inh: -9; Bcl-2 Bim block: 0; RGS8-Gao: 101; RGS7-Gao reg: 101; Bcl-W Bim block: 0; Bcl-XL Bim block: -2; RGS4-Gao reg: 102; Bfl-1 Bim block: 0; Mcl1-Noxa inh: -14; Bcl-B Bim block: -4; Bim-Mcl-1: -1

What do the screens show for `Cc1onc(-c2c(Cl)cccc2Cl)c1C(=O)N1CCN(c2ncccn2)CC1`?
Mcl1-Bid inh: 19; Bcl-2 Bim block: 3; RGS8-Gao: 104; RGS7-Gao reg: 101; Bcl-W Bim block: 0; Bcl-XL Bim block: 0; RGS4-Gao reg: 100; Bfl-1 Bim block: 0; Mcl1-Noxa inh: 5; Bcl-B Bim block: -2; Bim-Mcl-1: 0

How did O=C(COc1ccc(Cl)cc1)NCc1nnc(SCC(=O)N2CCCCC2)o1 do in these assays?
Mcl1-Bid inh: -31; Bcl-2 Bim block: -5; RGS8-Gao: 88; RGS7-Gao reg: 99; Bcl-W Bim block: -3; Bcl-XL Bim block: -13; RGS4-Gao reg: 100; Bfl-1 Bim block: -4; Mcl1-Noxa inh: -3; Bcl-B Bim block: -4; Bim-Mcl-1: -5

Results for CN(C(=O)COc1ccccc1)c1nnc(-c2cccnc2)s1 ?
Mcl1-Bid inh: 4; Bcl-2 Bim block: -11; RGS8-Gao: 100; RGS7-Gao reg: 97; Bcl-W Bim block: -3; Bcl-XL Bim block: -8; RGS4-Gao reg: 101; Bfl-1 Bim block: -12; Mcl1-Noxa inh: 4; Bcl-B Bim block: -9; Bim-Mcl-1: -4

How did COc1cccc(S(=O)(=O)NCc2ccc(C(=O)NCc3ccco3)cc2)c1 do in these assays?
Mcl1-Bid inh: -37; Bcl-2 Bim block: -4; RGS8-Gao: 100; RGS7-Gao reg: 100; Bcl-W Bim block: 4; Bcl-XL Bim block: 2; RGS4-Gao reg: 101; Bfl-1 Bim block: -3; Mcl1-Noxa inh: 26; Bcl-B Bim block: -13; Bim-Mcl-1: -3

Results for S=C(NCc1cccs1)Nc1ccc(Br)cc1Cl ?
Mcl1-Bid inh: -13; Bcl-2 Bim block: 0; RGS8-Gao: 101; RGS7-Gao reg: 104; Bcl-W Bim block: 0; Bcl-XL Bim block: 0; RGS4-Gao reg: 105; Bfl-1 Bim block: 0; Mcl1-Noxa inh: 8; Bcl-B Bim block: -8; Bim-Mcl-1: 8

Results for Cc1ccc(-c2nc3cccnc3o2)cc1NC(=O)COc1ccc(C(C)(C)C)cc1 ?
Mcl1-Bid inh: 4; Bcl-2 Bim block: -4; RGS8-Gao: 80; RGS7-Gao reg: 99; Bcl-W Bim block: 3; Bcl-XL Bim block: 5; RGS4-Gao reg: 98; Bfl-1 Bim block: -8; Mcl1-Noxa inh: 18; Bcl-B Bim block: -5; Bim-Mcl-1: 2

What do the screens show for `O=C(NCc1ccc2c(c1)CCO2)Nc1ccccc1`?
Mcl1-Bid inh: -19; RGS8-Gao: 102; RGS7-Gao reg: inconclusive; RGS4-Gao reg: 105; Mcl1-Noxa inh: -2

What do the screens show for `CN1CCN(S(=O)(=O)c2cccc(C(=O)NCc3ccc(Cl)cc3)c2)CC1`?
Mcl1-Bid inh: -2; Bcl-2 Bim block: 2; RGS8-Gao: 122; RGS7-Gao reg: 102; Bcl-W Bim block: 4; Bcl-XL Bim block: 0; RGS4-Gao reg: 104; Bfl-1 Bim block: 9; Mcl1-Noxa inh: 13; Bcl-B Bim block: 0; Bim-Mcl-1: 1

How did Nc1cccc(S(=O)(=O)Nc2ccc(Br)cc2)c1 do in these assays?
Mcl1-Bid inh: -8; RGS8-Gao: 102; RGS7-Gao reg: inconclusive; RGS4-Gao reg: 94; Mcl1-Noxa inh: 6
